# TNF death inh – TNF-alpha cell death inhibition in Jurkat FADD-/- cells; 0.068% of 220,000 active; Jurkat FADD-/- TNF necroptosis rescue, ATP luminescence, 24 h; 0 = TNF only, 100 = no-TNF cells; activation (protection from cell death), % at 10 µM;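 active = activation, meaning protection from cell death, of at least 50% relative to plate controls; inactive = activation below 50%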;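 also: necroptosis triggered by 40 ng/mL TNF-alpha added together with compound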
# KCC2 mod – modulators of human KCC2 chloride dependent transport; Q9H2X9; KCC2 cells, thallium flux FluoZin-2 fluorescence; B-score of Tl+ flux slope (higher = more flux/activation; lower = inhibition) at 10 µM; 2.2% of 190,000 active;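 active = thallium flux slope and its plate-corrected score both differing from the plate sample mean at a set confidence after two filtering rounds, in either direction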;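 also: slope of fluorescence scaled to starting intensity during 10 to 20 s after thallium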
# Hck-Nef inh – blocks Nef-activated human Hck kinase. P08631. Recombinant Hck-YEEI plus Nef, Z-Lyte FRET kinase assay. inhibition, % at 20 µM. 0.68% of 220,000 active. AID 463187;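 active = Hck-Nef kinase inhibition above about 50%, limit read from the data; inactive = inhibition below that limit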;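 also: 0% = DMSO with Hck plus Nef and 100% = Hck alone without Nef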
# Target sequence (P08631 whole entry, looked up): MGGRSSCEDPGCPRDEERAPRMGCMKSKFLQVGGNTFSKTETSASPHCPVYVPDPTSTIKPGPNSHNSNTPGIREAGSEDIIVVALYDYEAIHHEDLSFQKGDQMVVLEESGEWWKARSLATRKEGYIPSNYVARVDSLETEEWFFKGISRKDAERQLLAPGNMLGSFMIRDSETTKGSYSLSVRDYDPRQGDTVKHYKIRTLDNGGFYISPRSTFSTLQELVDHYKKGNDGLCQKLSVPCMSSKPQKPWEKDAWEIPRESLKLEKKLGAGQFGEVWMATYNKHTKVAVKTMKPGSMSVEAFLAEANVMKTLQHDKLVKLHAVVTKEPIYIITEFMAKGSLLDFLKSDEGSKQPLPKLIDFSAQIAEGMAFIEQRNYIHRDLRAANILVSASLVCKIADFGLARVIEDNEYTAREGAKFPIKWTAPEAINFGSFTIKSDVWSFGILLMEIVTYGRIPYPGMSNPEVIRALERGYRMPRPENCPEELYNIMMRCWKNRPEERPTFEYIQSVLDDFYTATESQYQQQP
# thrombin 1536 – thrombin (human) inhibition | P00734 | alpha-thrombin, Boc-VPR-AMC fluorogenic substrate cleavage | inhibition, % at 5 µM | 0.26% of 220,000 active | AID 1046;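 active = inhibition at or above 40%; inactive = inhibition below 40%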;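 also: 0% = enzyme with no compound and 100% = wells without enzyme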
#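 System – human alpha-thrombin protein · Reagent – Boc-VPR-AMC substrate, 15 µM final · Compound – 5 µM single dose in 0.2% DMSO · Schedule – reaction at room temperature · Technique – AMC fluorescence at 355 nm excitation and 460 nm emission · Read-out basis – % inhibition relative to enzyme controls and enzyme-free blanks · Control set – no-compound enzyme wells and no-enzyme blanks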
# FXIa inh 1536 – inhibitors of human coagulation factor XIa; AID 798; P03951; 0.14% of 220,000 active; purified FXIa, Boc-Glu-Ala-Arg-AMC fluorogenic substrate; inhibition, % at 5 µM;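 active = inhibition of at least 40%; inactive = inhibition below 40%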;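 also: fluorescence of freed AMC excited at 355 nm; 0% = enzyme without compound and 100% = no enzyme blank; many of its hits are not listed in these tables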
# hK5 inh – inhibitors of human kallikrein 5; AID 873; inhibition, % at 5 µM; recombinant hK5, fluorogenic AMC substrate cleavage; 0.59% of 210,000 active;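 active = inhibition of 40% or more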;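 also: 0% = enzyme controls without compound and 100% = no-enzyme blanks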
# Target sequence (Q9Y337 67-293 limits assumed): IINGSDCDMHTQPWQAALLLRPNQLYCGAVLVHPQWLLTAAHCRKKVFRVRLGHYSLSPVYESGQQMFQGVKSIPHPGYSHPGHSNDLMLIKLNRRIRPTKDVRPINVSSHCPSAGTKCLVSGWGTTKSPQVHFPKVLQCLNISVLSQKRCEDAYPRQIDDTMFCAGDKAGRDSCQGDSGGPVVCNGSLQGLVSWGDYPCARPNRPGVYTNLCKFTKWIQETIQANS
# FXIIa inh – inhibitors of human coagulation factor XIIa; 0.3% of 220,000 active; purified FXIIa, Boc-QGR-AMC fluorogenic substrate, 2 h; inhibition, % at 5 µM; P00748; AID 800; in the data active = inhibition above about 40%;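 also: 0% = enzyme with no compound and 100% = blank without enzyme; many of its hits are not listed in these tables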
# Rad51 HR inh – blocks human Rad51 in homologous recombination. Q06609. hRad51 DNA strand exchange, fluorescence dequenching. inhibition, % at 10 µM. 0.085% of 200,000 active;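 active = inhibition above 40% at the single screening dose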;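 also: 0% = DMSO control wells and 100% = blanks with heterologous ssDNA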
#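 System: hRad51 filaments on single-stranded DNA; reagent: Fluorescein- and BHQ1-tagged 47-mer duplex; compound dosing: one concentration, 10 µM final; timing: filaments 15 min 37 °C, then compound 30 min; measured by: fluorescein emission 520 nm, excitation 485 nm; benchmarks: per-plate controls and blanks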
# zVAD death inh – blocks zVAD induced death of L929 cells; viability rescue, % at 10 µM; 0.38% of 220,000 active; L929 zVAD necroptosis rescue, ATP luminescence, 24 h; with zVAD 60 µM;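 active = activation, scaled between plate controls, above about 75%, limit read from the data; inactive = activation under that limit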;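 also: 0% = zVAD with DMSO and 100% = DMSO alone without zVAD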
# Active calls of the source: *; x = not tested or not shown; & = joins results of further samples. These rows are one share of the data; rates above refer to the full screens.
SMILES	Rad51 HR inh	hK5 inh	thrombin 1536	Hck-Nef inh	KCC2 mod	zVAD death inh	FXIa inh 1536	TNF death inh	FXIIa inh
CCOc1ccc(NC(=S)NC(C)CCc2ccccc2)cc1 (stereo unspecified)	15	-2	-12	15	-2.3	-0.8	-4	-1.3	3
O=C(Cc1ccccc1)N/N=C/c1ccccn1	-3	x	x	1	-0.81	-0.2	x	-2.3	x
COc1ccccc1OCCCOc1ccc(C)cc1Br	-46	-3	-1	7	-0.053	-0.1	7	-1.1	9
N#C/C(=C\c1ccc(F)cc1)c1nc(-c2ccco2)cs1	-12	-12	0	0	0.018	0.4	3	2.4	6
O=C1CCCc2[nH]c(-c3ccccc3)nc21	4	0	-8	19	0.038	4.3	-4	0.2	4
COc1ccc(C2=Nn3c(nnc3-c3ccncc3)SC2)cc1OC	3	9	-1	2	-0.58	56	-6	2.5	7
C=CCON1C(=O)c2ccccc2C1=O	-5	2	-3	1	-0.029	0.5	-6	1.1	2
CC(=O)Nc1ccc2nc(NC(=O)C(Cl)(Cl)Cl)sc2c1	x	3	5	13	-0.35	1.3	4	0.4	11
COc1ccc(CCNC(=O)COC(=O)C23CC4CC(CC(C4)C2)C3)cc1	-6	0	0	4	2	1.4	-1	3.9	3
COc1ccc(N2CCN(c3oc(-c4ccccc4OC)nc3C#N)CC2)cc1	x	-9	2	-1	x	0.1	7	-0.2	16
O=C(/C=C/c1cccs1)c1ccc(NC(=O)c2cccc(Br)c2)cc1	-4	-15	-3	4	x	1.3	19	-8.9	20
Cc1ccccc1C(=O)OCc1nnc(-c2ccc(Cl)cc2)o1	-1	2	2	25	-1.5	2.4	0	-0.3	12
Cc1cccc(CN2CCSc3sccc3C2=O)c1	x	x	-2	2	-1.3	-0.2	2	31	9
C=CCSc1nc(C)c2cc(C)cc(C)c2n1	3	-5	-2	-1	-0.12	0.6	3	-2.8	8
COc1ccc2[nH]c(=O)c(CN(C(=O)c3ccccn3)c3ccccc3)cc2c1	x	-1	3	-1	x	1.3	-4	0.2	13
O=C(Nc1ccc(F)cc1)Nc1ccccc1F	-3	4	1	-13	-0.22	0.6	0	-0.4	8
CCCc1nc2ccc(NC(=O)NCCC(=O)OCC)cc2c(=O)n1Cc1cccc(Cl)c1	8	-19	4	10	-0.39	0.3	9	1.3	6
Cn1c(=O)[nH]c(=O)c2c1nc(N1CCCCCC1)n2CCSc1nc2ccccc2[nH]1	-4	-1	-3	0	-0.091	-0.3	-8	-0.9	-9
O=C(N1CCOCC1)N(Cc1ccccc1)c1ccccn1	-6	-8	2	0	0.43	0.0	-1	0.4	-1
COc1ccccc1NC(=O)C1=C(C)Nc2nc(-c3ccc(N(C)C)cc3)nn2C1c1ccncc1 (stereo unspecified)	-1	17	-2	-1	-0.18	-0.3	-4	0.8	4
COC(=O)c1cc(COC(=O)c2nc3nccc(C)n3n2)oc1C	-68	4	-11	24	0.12	1.6	-3	-0.9	7
CC(=O)N=C1SC2CS(=O)(=O)CC2N1c1cccc(Cl)c1Cl (stereo unspecified)	x	-12	-1	-1	x	1.2	3	0.1	12
COc1ccc(CCN2C(=O)NC(NS(=O)(=O)c3ccc(Cl)cc3)(C(F)(F)F)C2=O)cc1OC (stereo unspecified)	8	-7	-10	13	-0.22	0.6	-4	0.9	6
Cc1cccc(C)c1NC(=O)N1CCC(n2cnc3ccccc32)CC1	-5	6	2	0	x	1.9	5	0.4	19
Cc1ccc(CN(Cc2ccco2)C(=S)NCC(=O)NC2CC2)cc1	1	-3	17	8	1.2	0.6	-3	-0.5	6
CCn1c(CCNC(=O)c2ccc(C)cc2)nnc1SCc1ccc(Cl)c(Cl)c1	-12	-2	-8	0	-2.6	0.8	-5	-1.7	0
Cc1sc2c(c1C)c(=O)nc1n2Cc2ccccc2-1	x	2	-1	-1	x	-0.2	6	-0.3	11
COC(=O)CN1C(=O)C2(OCCCO2)c2cc(Br)ccc21	2	8	6	-1	-0.26	0.5	3	-2.6	19
O=C(Cn1c(N2CCN(c3ccccc3)CC2)nc2ccccc21)c1ccccc1	x	-5	-2	-8	0.61	-0.4	0	0.1	9
COc1ccc(C2CC(c3ccccc3)=NN2C(=O)COC(=O)c2cc(S(=O)(=O)N3CCOCC3)ccc2F)cc1 (stereo unspecified)	x	-7	4	0	0.32	-0.1	23	-1.3	33
Cc1n[nH]c(C)c1CCc1nc2c3ccccc3nc(SCC(N)=O)n2n1	-2	-10	-7	0	0.29	0.1	-6	-0.2	8
COc1ccc(OC)c(/C=C/C(=O)N(C)CC(=O)Nc2ccc(C)cc2)c1	x	-10	-1	-15	0.84	0.9	7	2.2	6
CC12CC(c3ccccc3O1)C(/C(N)=N/NC(=O)c1ccc(F)cc1)C(=O)N2 (stereo unspecified)	12	5	19	0	0.62	-0.1	-5	-7.1	2
COCCNCCOCCOc1ccc(Cl)c(C)c1	-11	0	3	2	-0.38	-0.1	1	0.9	13
CC1CC(C)(C)NC(=S)O1 (stereo unspecified)	3	4&0	-1	8&14	-0.39&0.17	-0.4&1.9	-5&-3	1.4&0.8	6&3
O=C(Nc1ccc(Cl)cn1)C1CC1	-20	-2	2	-17	-0.064	28	6	12	8
O=C(Nc1cccc(NC(=O)c2ccc(Br)o2)n1)c1ccc(Br)o1	1	-15	1	98*	1.1	0.7	-1	-0.2	8
Cc1cc(C)c2c(=O)n(-c3ccccc3)[nH]c2n1	5	-6	4	1	-0.64	2.8	4	-0.6	13
CSc1nc(N(C)CCO)c2sc3nc(-c4ccco4)c4c(c3c2n1)CCC4	-9	-33	3	89*	0.47	0.3	5	-5.9	-4
COc1cccc(C(=O)NCC(=O)OCC(=O)Nc2cc(OC)c([N+](=O)[O-])cc2C)c1	1	-3	-11	2	0.16	-0.4	5	0.8	12
COc1ccc(CCNC(=O)c2cc(-c3cc(C)cc(C)c3O)n[nH]2)cc1OC	10	-2	-4	2	-1.2	-0.1	-3	-1.8	3
CCn1cnc2sc(C(=O)Oc3ccc(Br)cc3)c(C)c2c1=O	-1	1	2	21	0.94	6.3	-4	1.3	8
O=C(Cc1ccc(Cl)cc1Cl)NCC1(N2CCOCC2)CCCCC1	-1	4	-2	24	0.35	-1.0	10	1.4	4
COc1ccc(OCc2nn3c(-c4ccccn4)nnc3s2)cc1	4	-5	-2	0	0.62	-0.1	-3	-1.1	6
COc1ccc(C/C(C)=N/Nc2nc(C)cc(=O)[nH]2)cc1	-8	4	-6	24	-0.58	-0.5	2	0.6	6
CC(C)(C)C(=O)Nc1nc2c(c(=O)[nH]1)CCCC2	-8	-2	20	7	-0.79	-1.1	-6	1.5	7
CC(C)c1ccc(NC(=O)COc2ccccn2)cc1	-2	21	89*	-37	-0.075	0.2	31	0.8	26
O=c1c(F)cn(C2CCCO2)c(=O)n1Cc1c(Cl)cccc1Cl (stereo unspecified)	-7	-1	-8	-2	x	0.9	-10	0.7	0
Cc1ccc(-c2cc3nc(-c4ccccc4)cc(N)n3n2)cc1	-5	1	-2	0	x	3.2	3	2.0	11
COc1cc(C)c(S(=O)(=O)Nc2ccc(CC(=O)O)cc2)cc1C	2	-18	5	0	-0.58	0.0	8	-0.3	18
O=[N+]([O-])/C(C(Cl)=C(Cl)Cl)=C1\Nc2ccccc2O1	-2	1	-4	12	-0.41	0.8	1	1.4	7
O=C(c1cccc(S(=O)(=O)N2CCCC2)c1)c1cccc(S(=O)(=O)N2CCCC2)c1	-3	2	1	1	x	0.2	2	-4.2	0
Cc1cc(C)n(-c2ccc(C(=O)Nc3nnc(C4CC4)s3)cc2)n1	-4	2	-10	1	-0.0089	0.0	-9	-0.1	-27
CC(C)Oc1ccc(C(CC(=O)N(C)CCC#N)c2ccc(F)cc2)cc1 (stereo unspecified)	4	-20	-9	3	0.61	-0.3	6	0.5	12
Cc1cccc(N(CC(=O)N=Nc2c(O)[nH]c3ccccc23)S(C)(=O)=O)c1C	-5	7	6	2	x	1.7	3	-1.5	15
CCCNC(=O)Cn1nc(C(F)(F)F)c2c1CCC2	5	0	-3	16	-0.7	3.2	-3	0.5	10
O=C(c1ccccc1)c1cc2c(cc1[N+](=O)[O-])OCCO2	2	-3	-5	17	0.16	4.5	-4	0.9	3
COc1cc(OC)c2c(-c3ccccc3)cc(=O)oc2c1C(CC(=O)N1CCN(c2ccccc2)CC1)c1ccc2c(c1)OCO2 (stereo unspecified)	-3	-2	-5	23	-1.1	0.1	-3	0.1	5
O=C(CCNS(=O)(=O)c1cccc2nsnc12)NCCc1ccccc1	-2	-17	-5	0	-0.85	2.8	3	1.4	-1
N#Cc1cnc(Nc2nc3ccccc3o2)nc1-c1ccccc1	4	-26	1	-5	0.057	-1.3	-4	-1.5	3

# Carrying on:
SMILES	Rad51 HR inh	hK5 inh	thrombin 1536	Hck-Nef inh	KCC2 mod	zVAD death inh	FXIa inh 1536	TNF death inh	FXIIa inh
O=C(Nc1ccc(Cl)c(Cl)c1)OCCNC(=O)c1ccncc1	2	1	-6	-38	0.016	3.6	1	2.1	x
O=C(NCCc1ccccc1)c1nc2ncccn2n1	5	-18	0	-3	0.098	0.8	-9	-0.8	10
C/C(=C/C(=O)N1CCc2ccccc21)C(=O)O	-6	-3	-5	0	0.78	-0.5	0	0.4	8
O=C(c1ccc(Cl)cc1)N(Cc1ccc(Br)cc1)N1C(=O)CCC1=O	16	-13	-5	0	-0.52	0.5	-9	0.2	2
CCCOCC(O)CC(CC)C(=O)NNC(=S)Nc1ccccc1 (stereo unspecified)	6	1	0	1	-0.72	0.6	-9	-0.6	0
CN(C)C(=O)CN1CCN(Cc2nc(CC3CC3)no2)CC1	-1	-4	-6	17	3.1	0.1	-5	0.2	6
CCOc1ccc(NCCC(=O)c2ccc3c(c2)OCO3)cc1	3	-7	-5	1	0.14	-0.3	2	-1.7	-16
Cc1cc(C)nc(NC(=O)c2ccc(Cl)c([N+](=O)[O-])c2)n1	12	-4	2	7	-0.093	-1.0	-2	-1.9	4
COC(=O)c1sc(Nc2ccccc2)nc1C	0	1	-2	2	-0.82	2.2	2	-2.7	13
CCn1c(COc2ccccc2C)nnc1SCC(=O)N1CCN(c2ccccc2)CC1	-8	-8	-12	0	x	-0.3	-4	-9.3	-3
CC(NC(=O)c1cc(=O)[nH]c2ccccc12)c1ccccc1 (stereo unspecified)	10	-9	-7	16	0.61	0.4	-6	0.6	-2
O=C(COc1ccc(Br)cc1Cl)NC(=O)NCc1ccccc1	-21	-11	-10	-2	1.4	0.7	-5	1.2	1

# Taken from above.
# Rad51 HR inh with `Cc1cc(C)nc(NC(=O)c2ccc(Cl)c([N+](=O)[O-])c2)n1` is entered as 12
# FXIa inh 1536 with `C/C(=C/C(=O)N1CCc2ccccc21)C(=O)O` is entered as 0

# thrombin 1536, hit marks shown above
compound | Rad51 HR inh | hK5 inh | thrombin 1536 | Hck-Nef inh | KCC2 mod | FXIa inh 1536 | FXIIa inh
CC(C)c1ccc(NC(=O)COc2ccccn2)cc1 | -2 | 21 | 89* | -37 | -0.075 | 31 | 26

# Source: PubChem BioAssay
